PP5 inh – inhibitors of human protein phosphatase 5 (PP5); purified PP5c, OMFP substrate fluorescence; inhibition, % at 6.7 µM; 320,000 compounds, 0.18% hits; AID 1987;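 active = inhibition above the campaign's mean inhibition across all tested compounds plus 3 SD, cut at about 9.5% in these data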;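 note: 0% = DMSO only and 100% = 100 µM cantharidin control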
Target sequence (P53041 whole entry, looked up): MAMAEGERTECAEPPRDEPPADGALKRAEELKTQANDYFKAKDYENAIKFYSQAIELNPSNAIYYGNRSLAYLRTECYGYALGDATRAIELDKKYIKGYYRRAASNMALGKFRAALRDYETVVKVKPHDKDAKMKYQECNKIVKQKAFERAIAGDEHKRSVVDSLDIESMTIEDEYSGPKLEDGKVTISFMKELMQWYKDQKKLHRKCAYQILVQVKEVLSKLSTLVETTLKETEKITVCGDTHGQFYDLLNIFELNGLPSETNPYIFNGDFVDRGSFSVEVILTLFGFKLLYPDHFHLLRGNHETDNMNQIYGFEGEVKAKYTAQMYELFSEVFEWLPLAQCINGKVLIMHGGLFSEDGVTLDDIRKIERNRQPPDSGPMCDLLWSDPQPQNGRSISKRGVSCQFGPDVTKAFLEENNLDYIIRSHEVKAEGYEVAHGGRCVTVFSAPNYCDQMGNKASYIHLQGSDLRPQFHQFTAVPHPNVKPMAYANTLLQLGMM
Fh CTSL1 inh – cathepsin L1 inhibition, PFM18AAP counter-screen; 300,000 compounds, 0.49% hits; AID 1906; recombinant F. hepatica cathepsin L1, Z-Leu-Arg-MCA fluorescence; inhibition, % at 5.96 µM;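 active = inhibition above the mean of all tested compounds plus 3 SD, set per screening campaign, cut at about 17% in these data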;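 note: 0% = plate median of test compound wells and 100% = 1 µM Z-Phe-Ala-diazomethylketone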
EBNA-1 inh – blocks EBNA-1 binding to DNA | EBNA-1 DNA binding, fluorescence polarization | inhibition, % at 14.8 µM | 300,000 compounds, 0.34% hits; in the data active = inhibition above about 28%
core dimer inh – HCV core protein dimerization inhibition; TR-FRET GST/Flag-core106 dimerization, 1536-well; inhibition, % at 5 µM; 300,000 compounds, 0.33% hits;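 active = inhibition above the mean of all tested compounds plus 3 SD, set per screening campaign, cut at about 45% in these data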
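System: GST/Flag-tagged HCV core106 proteins. Incubation: compound-protein-antibody incubation 4 h at 22.5 °C. Technique: HTRF with 340 nm excitation, 617/671 nm emission. Medium: KF-containing HEPES buffer, pH 7.45, DTT, CHAPS, BSA. Read-out: inhibition (%) from 671 over 617 nm ratio. Also added: Eu(K)-anti-GST 90 ng/mL plus XL665-anti-Flag 1 µg/mL.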
PP1 inh – blocks human PP1-alpha phosphatase, a PP5 counter-screen; AID 2235; P62136; inhibition, % at 6.7 µM; purified PP1alpha, OMFP fluorescence; 320,000 compounds, 0.9% hits;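 active = inhibition above the mean inhibition of all tested compounds plus 3 SD, computed separately for each screening campaign, cut at about 15% in these data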
CR mimetic SO – lowers age-related superoxide in aged yeast cells; superoxide response (% of plate mean), % at 10 µM; S. cerevisiae aged cells, superoxide DHE fluorescence; hits give low values; AID 2690; 330,000 compounds, 0.18% hits;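 active = superoxide response under a set limit, about three screen SD below normal, cut at about 65% in these data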;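 note: yeast aged for seven days with compound at 30 °C before DHE staining; 100% = average MFI of all compound-treated wells on the plate with controls excluded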
JMJD2C inh – blocks human GASC-1 demethylase activity; Q9H3R0; GST-JMJD2C(1-420) H3K9me3 demethylation, DELFIA europium; inhibition, % at 2.35 µM; 330,000 compounds, 0.069% hits; AID 2099;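 active = more than half of a compound's replicate wells show inhibition beyond 50%, single wells judged on their own value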;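 note: signal counts dimethyl H3K9 product captured on neutravidin plate; 0% = median of DMSO wells and 100% = 0.3 times that DMSO median; strong numbers were not always called active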
TPT1 inhibitor – C. albicans TPT1 enzyme inhibition. recombinant caTPT1, FP RNA substrate dephosphorylation. inhibition, % at 5 µM. 300,000 compounds, 0.81% hits;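 active = inhibition above the mean of all tested compounds plus 3 SD, set per screening campaign, cut at about 24% in these data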;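 note: plate controls were DMSO alone for no effect and ferristatin control at 100 nM for full effect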
ZTA DNA inh – counter-screen for EBNA-1 inhibitors: inhibitors of Epstein-Barr virus ZTA. 320,000 compounds, 0.15% hits. inhibition, % at 11 µM. AID 2234. ZTA-DNA binding, fluorescence polarization; in the data active = inhibition above about 33%
Target sequence (P03206 whole entry, looked up): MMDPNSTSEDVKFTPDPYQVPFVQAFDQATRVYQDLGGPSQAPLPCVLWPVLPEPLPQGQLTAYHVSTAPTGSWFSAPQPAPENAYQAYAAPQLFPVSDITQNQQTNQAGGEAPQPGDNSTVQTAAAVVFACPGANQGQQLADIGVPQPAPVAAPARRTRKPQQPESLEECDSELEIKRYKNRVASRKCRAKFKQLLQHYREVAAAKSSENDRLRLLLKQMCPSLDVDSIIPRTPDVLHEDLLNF
Numbers without * were called inactive; . = no result given. Rows are unselected, and some 3.1% of all compounds hit somewhere here.

Values run as follows: PP5 inh, Fh CTSL1 inh, EBNA-1 inh, core dimer inh, PP1 inh, CR mimetic SO, JMJD2C inh, TPT1 inhibitor, ZTA DNA inh
- CCCCN(C)CCCNC(=O)c1cc(=O)[nH]c2ccc(S(=O)(=O)N3CCCCC3C)cc12 (stereo not drawn)
  -2.9, -2, -17, 1, -3, 91, 5, 3, -4
- NC(=O)C[C@@H]1N[C@]2(C(=O)Nc3ccccc32)[C@@H]2C(=O)N(C3CCCCC3)C(=O)[C@H]12
  -0.1, -3, 4, -5, -5, 100, -2, -1, 7
- Cn1nnnc1Sc1ncnc2scc(-c3ccc(C#N)cc3)c12
  1.0, ., ., ., 1, 117, 0, ., 22
- Cc1cc(C)c2c(=O)cc(C(F)(F)F)oc2n1
  -1.2, 2, 2, -6, -8, 100, 22, 0, 1
- COc1ccc(-n2ncc(C(C)NS(=O)(=O)c3ccc(C)s3)c2C)cc1 (stereo not drawn)
  0.8, 1, 4, -6, -3, 111, 4, -1, 13
- COc1cc(-c2noc(CCCC(=O)NCc3ccco3)n2)cc(OC)c1OC
  -0.2, 4, 1, 2, -1, 97, -2, 0, -1
- O=C(CCCc1ccccc1)NC12CC3CC(CC(C3)C1)C2
  2.2, -1, -8, -1, 0, 94, -2, -1, -14
- O=C(Nc1c(-c2ccccc2)nc2ccccn12)c1ccccc1
  2.3, 1, -4, -3, 2, 108, 7, 4, -6
- COc1ccccc1NC(=O)CSc1nc(O)cc(=O)n1C
  1.7, -3, -1, -1, 0, 106, -6, 5, -5
- CSc1ccc(/C=C(\C#N)C(=O)NC2CCCCC2C)cc1 (stereo not drawn)
  0.6, 1, -10, 12, 2, 102, 22, 1, 0
- COc1ccccc1-c1noc(-c2ccccc2C(=O)N2CCOCC2)n1
  -8.9, 6, -7, -5, -1, 95, 2, -4, -15
- Cc1ccc(S(=O)(=O)NNC(=O)C2COc3ccccc3O2)cc1C (stereo not drawn)
  -0.8, 3, 7, 4, 0, 89, 7, 0, 13
- CN(CC1CCOCC1)C(=O)c1ccc2nc(Cc3cccc(Cl)c3)oc2c1
  2.5, 3, 6, -8, -1, 111, 2, 0, 5
- NC(=O)C1CC(=O)N(Cc2ccc3c(c2)OCO3)C(=Nc2ccccc2)S1 (stereo not drawn)
  1.2, 0, 2, -12, -1, 96, -40, -4, -6
- Cn1c(NC(=O)COc2ccccc2)cc(=O)n(C)c1=O
  -4.4, -1, 7, -5, -5, 101, -5, 5, 5
- COc1ccc(N2C(=O)CC(Sc3n[nH]c(-c4ccccc4)n3)C2=O)cc1 (stereo not drawn)
  -1.3, -1, -3, 5, -5, 91, 6, -2, -5
- CCOc1cc(C2NC(=O)NC(C)=C2C(C)=O)cc(Cl)c1OCC(=O)O (stereo not drawn)
  1.4, 2, -2, -1, -6, 104, -13, 2, 3
- Cc1cc(Br)ccc1NC(=O)CNC(=O)Cn1ncc(Cl)c(Cl)c1=O
  -2.0, -5, -13, 17, -3, 109, ., 0, -2
- CCCOc1ccc(C(=O)Nc2cccnc2)cc1
  0.6, 1, -8, -1, 0, 100, -3, 0, -7
- Nc1c(Cl)ncnc1N1CCN(c2ncnc(Cl)c2N)CC1
  1.6, -2, 8, 3, -6, 81, 6, 3, -4
- O=C(Nc1ccc(-c2cc3ccccc3oc2=O)c(Cl)c1)c1cccnc1
  0.6, 1, 2, 4, -1, 106, 6, 2, -5
- CCOC(=O)c1c(NC(=O)c2nc3n(n2)C(C(F)F)CC(C)N3)sc2c1CCCC2 (stereo not drawn)
  -0.3, 0, 6, 4, 0, 105, 20, 4, -1
- CC(Sc1nnc(-c2cccs2)n1-c1ccccc1)C(=O)NCc1ccc2c(c1)OCO2 (stereo not drawn)
  2.3, -5, -7, 2, -1, 95, 4, -3, -14
- COc1cccc(NC(=O)c2cnsn2)c1
  1.4, -3, -2, -5, -1, 79, 1, 1, -9
- NC(=O)c1nsc(C(=O)N(c2cccc(F)c2)C(C(=O)NCC2CCCO2)c2cccs2)c1N (stereo not drawn)
  3.4, 3, -9, 7, -3, 94, -1, 2, -4
- COC(=O)CCSc1nccn1Cc1ccccc1
  0.9, 2, 6, 1, -4, 89, -8, -1, -15
- CN(/C(=N/S(=O)(=O)c1ccccc1)c1ccccc1)S(=O)(=O)c1ccccc1
  0.6, 3, -8, -1, -4, 98, 6, 0, 2
- COc1ccccc1NC(=O)N(Cc1ccc2c(c1)OCO2)Cc1nc2ccccc2c(=O)[nH]1
  -0.8, 3, -3, 0, -1, 94, 1, -3, 5
- CC1Cc2ccccc2N1C(=O)NC1CC(=O)N(c2ccc3c(c2)OCCO3)C1 (stereo not drawn)
  1.0, -1, -1, -3, 3, 85, 13, -1, 8
- COc1ccc(C(=O)NNC2=C(C(=O)C(F)(F)F)CCC2)cc1
  1.5, -5, 4, -7, -1, 108, 14, -3, -10

Rewritten tab-delimited: two of the compounds above
molecule	PP5 inh	Fh CTSL1 inh	EBNA-1 inh	core dimer inh	PP1 inh	CR mimetic SO	JMJD2C inh	TPT1 inhibitor	ZTA DNA inh
COc1ccccc1NC(=O)N(Cc1ccc2c(c1)OCO2)Cc1nc2ccccc2c(=O)[nH]1	-0.8	3	-3	0	-1	94	1	-3	5
CCOC(=O)c1c(NC(=O)c2nc3n(n2)C(C(F)F)CC(C)N3)sc2c1CCCC2 (stereo not drawn)	-0.3	0	6	4	0	105	20	4	-1

(next part)
Values run as follows: PP5 inh, Fh CTSL1 inh, EBNA-1 inh, core dimer inh, PP1 inh, CR mimetic SO, JMJD2C inh, TPT1 inhibitor, ZTA DNA inh
- CC1CCc2c(C(=O)NCCCN3CCOCC3)csc2C1 (stereo not drawn)
  -1.5, -2, 2, -1, -2, 91, 6, -2, 0
- Cc1cccc(C(=O)Nc2nnc(Cc3c[nH]c4ccccc34)s2)c1
  2.4, 4, 1, 6, 0, 90, 26, -1, -6
- CCN(CC)CCNC(=O)C12CC3CC(CC(C3)C1)C2
  2.4, -3, -10, 1, -4, 110, -3, -2, -12
- N#Cc1c(-c2ccc(F)cc2)noc1N
  -2.0, 0, 1, -4, -3, 96, 4, 1, -7
- COc1cccc(-c2c(C(=O)N/N=C/c3ccc(C)s3)nnn2-c2nonc2N)c1
  -0.7, 1, 11, 13, -2, 96, 1, -2, 8
- CC(C)Oc1ccc(C2NC(=O)NC2=O)cc1 (stereo not drawn)
  0.8, 0, -5, -1, -3, 96, 5, -2, -10
- CC(=O)NS(=O)(=O)c1ccc(Nc2ccc([N+](=O)[O-])c3nonc23)cc1
  1.8, 2, 6, -12, 1, 131, -11, 9, 4
- N=c1c[n+](-c2ccc(Cl)cc2)[n-]o1
  0.7, -1, -7, -3, -6, 109, 10, -6, 1
- COc1ccc(Cn2c(=O)cc(N)n(-c3ccccc3C)c2=O)cc1
  -0.8, 0, 2, 1, -5, 107, 35, -4, -7
- Cc1c(NC(=O)c2cccs2)cccc1[N+](=O)[O-]
  0.8, -4, -3, 4, -3, 106, 4, -1, 23
- CCOC(=O)c1cnc(-c2ccccc2)nc1C(F)(F)F
  -0.4, 0, -3, -2, -3, 108, 2, 2, -9
- CCc1n[nH]c2c1/C(=N\O)CC(C)(C)C2
  -1.7, -1, -1, -4, -3, 110, 5, 4, -12
- COC(=O)c1c(NC(=S)NC(=O)c2ccco2)sc2c1CCCC2
  2.4, 1, -8, -2, -4, 97, 25, 2, 14
- O=C1COc2ccc(C(=O)COC(=O)c3ccc(S(=O)(=O)C(F)F)cc3)cc2N1
  0.9, -5, -3, -4, -3, 89, 0, 0, 0
- COc1ccc(NC(C)=O)cc1CP(=O)(c1ccccc1)c1ccccc1
  1.6, -1, 6, -2, -3, 108, 6, -1, -1
- CCSc1ncc(/C=N/Nc2ccc(F)cc2)n1C
  1.7, 4, -4, 4, -3, 125, -1, -3, 2
- CC1CC(C)CN(CCOCCSc2ccc(Cl)cc2)C1 (stereo not drawn)
  2.0, 12, -3, -5, 3, 86, -12, 1, -7
- O=C(COC(=O)CC(c1ccccc1)c1ccccc1)NCc1ccc(Cl)cc1
  2.6, 2, -13, -2, 5, 86, -9, 4, -8
- O=C(NCCSc1c(-c2ccccc2)[nH]c2ccccc12)c1cc2ccccc2oc1=O
  2.9, 1, 3, 17, -1, 111, 12, -3, -3
- CCOC(=O)C1=C(C)NC(=O)NC1c1cccnc1 (stereo not drawn)
  2.9, 1, -1, -1, -3, 103, 13, -1, 10
- Cc1ccc(OC(C)C(=O)Nc2ccccc2C(=O)NCc2cccnc2)cc1C (stereo not drawn)
  3.3, -1, -10, -4, 2, 109, 4, 0, -6
- CC(NC(=O)c1ccco1)C(=O)OCC(=O)c1ccc(Cl)s1 (stereo not drawn)
  1.2, 10, 3, 5, -4, 94, 2, -1, -8
- CCn1cc(/C=N/NS(=O)(=O)c2ccc(C)cc2)c(C)n1
  2.9, -5, 8, -2, -2, 113, -2, -5, -2
- CC(O)(CC(=O)O)CC(=O)O
  2.7, 2, 4, 2, -1, 91, 15, -2, 7
- CNC(=O)N(O)C1N(NC(=O)Nc2cccc3ccccc23)C(=S)SC1(C)C (stereo not drawn)
  1.1, -13, -10, -11, -1, 84, -8, -2, 0
- CCOCCOc1cccc(C(=O)NC(c2ccccc2)C(C)C)c1 (stereo not drawn)
  1.7, -3, -1, -3, -3, 95, -3, 0, -13
- O=C(CCC1CCCCC1)NCCN1C2=NC[C@@H](Cc3ccccc3)N2C[C@H]1Cc1ccc(O)cc1
  2.2, 1, -34, -13, 5, ., ., -1, -8
- CCC1(C)N(O)C(C)(C)C(c2ccc(F)cc2)=[N+]1[O-] (stereo not drawn)
  -3.4, -2, 3, -1, -4, 82, -25, 0, 3
- CC(C)(C)C(=O)COC(=O)c1cccc(NC(=O)c2ccco2)c1
  -0.2, 2, -10, 0, 0, 100, 2, 2, 3
- Cc1ccc(C2=NNC(C(O)C(O)C(O)C(O)CO)S2)cc1 (stereo not drawn)
  0.7, 0, 8, -1, -1, 115, 4, 0, 3
- Cc1c(C(=O)N/N=C/c2ccncc2)no[n+]1[O-]
  -2.6, 2, 4, 2, -4, 103, -7, 1, 16
- COc1ccc(-c2cc(-c3nnc(COC(=O)C4CC4)o3)c3ccccc3n2)cc1OC
  1.4, -13, 0, 10, 0, 108, -1, -3, 9
- COc1ccc(NC(=S)N(CCN(C)C)C(C)c2ccco2)cc1Cl (stereo not drawn)
  2.3, -3, 11, -4, -5, 94, 7, 2, 11

Bioassay records from PubChem.
